# High-throughput results deposited in PubChem by several laboratories.
# IEC-6 cytotox: kills IEC-6 intestinal cells in KLF5 counter-screen; IEC-6 cytotoxicity, luminescence viability; inhibition, % at 5 µM; hit rate 0.78% among 290,000; in the data active = inhibition above about 22%;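 also: 0% = plate median of test compound wells and 100% = cytotoxic reference compound wells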
# Platelet DG rel: platelet dense granule release activity; human platelet-rich plasma, SFLLRN dense granule ATP release, luminescence; inhibition, %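 (compounds screened at 7.5 µM in platelet-rich plasma)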; hit rate 0.22% among 300,000; AID 1663;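 active = mean replicate score, as percent of positive control, at or above 50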
# HSP90 refold inh: inhibitors of HSP90 luciferase refolding in rabbit reticulocyte lysate; hit rate 0.91% among 290,000; inhibition, % at 5.6 µM; luciferase refolding luminescence, 3 h; AID 1789;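 active = inhibition above the screen-wide mean plus 3 SD, computed separately per campaign, cut at about 16% in these data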;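 also: 0% = DMSO wells and 100% = 60 µM geldanamycin wells; inhibitors lower the luminescence because luciferase stays unfolded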
# GSK3 alpha inh: inhibitors of human GSK-3 alpha kinase | P49840 | AID 2650 | hit rate 0.1% among 320,000 | inhibition, % at 10 µM | ADP-Glo luminescence, 60 min;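 in the data active = inhibition above about 50%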;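 also: GST-tagged GSK-3 alpha with peptide substrate and 25 µM ATP; 0% = DMSO neutral wells and 100% = GW8510 positive control wells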
# Target sequence (P49840 whole entry, looked up): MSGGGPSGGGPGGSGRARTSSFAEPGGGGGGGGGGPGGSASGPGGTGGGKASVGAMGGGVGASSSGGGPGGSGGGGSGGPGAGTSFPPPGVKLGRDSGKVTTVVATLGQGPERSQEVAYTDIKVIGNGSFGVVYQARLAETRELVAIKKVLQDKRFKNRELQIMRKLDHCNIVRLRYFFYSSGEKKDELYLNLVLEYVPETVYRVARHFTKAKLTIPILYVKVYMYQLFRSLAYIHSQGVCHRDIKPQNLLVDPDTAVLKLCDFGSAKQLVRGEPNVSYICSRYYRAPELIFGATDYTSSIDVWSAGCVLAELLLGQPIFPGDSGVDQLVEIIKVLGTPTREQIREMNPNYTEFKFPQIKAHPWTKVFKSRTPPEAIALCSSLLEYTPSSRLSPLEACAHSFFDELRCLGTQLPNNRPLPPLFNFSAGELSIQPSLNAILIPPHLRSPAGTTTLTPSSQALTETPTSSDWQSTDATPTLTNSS
# HSF1 activator: increases HSF-1 driven luciferase reporter signal; hit rate 1.7% among 300,000; NIH3T3-HGL HSF-1 luciferase reporter, MG132, 8 h; 100% = twice DMSO control signal; activation, % at 9 µM; AID 504408;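 active = mean replicate activation of at least 50% with a set share of replicates each reaching 50%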;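 also: 0% = median of the neutral control wells and 100% = twice that signal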
# DYRK1A inh: blocks rat Dyrk1A kinase activity | Q63470 | ADP-Glo luminescence, NFATc1 peptide | inhibition, % at 12.5 µM | hit rate 0.43% among 310,000 | AID 504441; in the data active = inhibition above about 50%;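 also: plate controls were vehicle with enzyme for no effect and no enzyme for full effect; many of its hits are not listed in these tables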
# HSF1 inhib: HSF1 inhibition | NIH3T3-HGL HSE-luciferase, MG132-induced, luminescence 8 h; hits give low values | activity change, negative = inhibition, % at 7.5 µM (by protocol) | hit rate 0.77% among 300,000;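 active = more than half of replicate wells show activity change below -50%, luminescence cut by over half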;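 also: luciferase reports HSF-1 transcriptional activity via heat shock element; 0% = median of DMSO wells and -100% = zero luminescence signal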
# GSK3beta inhib: inhibitors of human GSK3beta kinase | P49841 | GST-GSK3beta kinase, ADP-Glo luminescence, 60 min; hits give low values | activity score (negative = inhibition), % at 10 µM | hit rate 0.038% among 300,000;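 active = more than half of replicate wells score below -50%, meaning over 50% inhibition versus plate controls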;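 also: 0% = median DMSO wells and -100% = median GW8510 positive control wells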
# Target sequence (P49841 whole entry, looked up): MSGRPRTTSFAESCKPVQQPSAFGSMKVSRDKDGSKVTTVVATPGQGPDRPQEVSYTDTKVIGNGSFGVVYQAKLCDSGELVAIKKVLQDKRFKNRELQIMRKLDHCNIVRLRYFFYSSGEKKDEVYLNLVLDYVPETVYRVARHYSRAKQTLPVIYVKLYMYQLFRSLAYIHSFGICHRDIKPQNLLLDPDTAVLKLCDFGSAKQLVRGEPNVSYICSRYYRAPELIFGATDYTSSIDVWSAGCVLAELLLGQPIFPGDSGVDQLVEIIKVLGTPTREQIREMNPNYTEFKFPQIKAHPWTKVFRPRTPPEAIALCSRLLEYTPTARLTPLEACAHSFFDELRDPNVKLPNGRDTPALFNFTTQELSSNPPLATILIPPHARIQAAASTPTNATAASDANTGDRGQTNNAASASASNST
#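 Assay system: GST-tagged human GSK3beta kinase, cell-free; Input: 1.6 ng GSK3beta; Medium: Tris/MgCl2 kinase buffer; Timing: 60 min enzyme reaction, room temperature; Signal: ADP-Glo luminescence quantifying ADP generated by kinase; Evaluation: score relative to plate controls; Benchmarks: DMSO neutral wells and GW8510 at 20 µM as positive.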
# KLF5 inh: suppresses KLF5 promoter-driven expression. DLD-1 KLF5 promoter-luciferase reporter, luminescence. inhibition, % at 5 µM. hit rate 0.23% among 290,000. AID 1700;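 active = inhibition above a per-plate limit of that plate's mean compound inhibition plus 3 SD, cut at about 60% in these data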;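 also: 0% = DMSO wells and 100% = LY294002 at 200 µM; higher means less KLF5 promoter-driven luciferase light; inactives centre near -14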
# aSyn UTR inh: MLPCN primary screen, SNCA 5' untranslated region. alpha-synuclein 5'UTR reporter, inhibitor activity. inhibition, % (tested at 7.5 µM). hit rate 0.82% among 300,000. AID 1813; in the data active = inhibition above about 60%;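 also: H4 neuroglioblastoma cells stably carrying SNCA 5'UTR luciferase fusion; 0% = DMSO wells and 100% = positive control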
# * hit, by the source's call; x = not tested or not shown.
SMILES,IEC-6 cytotox,Platelet DG rel,HSP90 refold inh,GSK3 alpha inh,HSF1 activator,DYRK1A inh,HSF1 inhib,GSK3beta inhib,KLF5 inh,aSyn UTR inh
CC(C)(C)c1ccc(C(=O)Nc2c3c(nn2C(C)(C)C)CS(=O)(=O)C3)cc1,6.9,6.0,-4.8,0.0,-7.5,1.9,-2.5,2.8,-37.3,2.2
Cc1ccc(C(c2sc3nc(C)nn3c2O)N2CCN(C(=O)c3ccco3)CC2)cc1 (stereo not drawn),-6.6,0.3,1.8,-5.1,-1.9,x,-6.8,1.3,-4.7,-2.4
CCCNC(=S)NCc1ccc(Cl)cc1,-5.1,-11.6,-0.2,x,15.9,-4.4,11.8,2.1,-8.6,-27.6
O=C(COc1ccc(N2C(=O)c3ccccc3C2=O)cc1)c1ccccc1,-3.6,-4.7,-6.9,-0.3,-2.0,2.6,-5.6,0.0,-16.9,-4.2
CCCCCC1NC(=O)NC1CCCCCC(=O)O (stereo not drawn),-0.5,-7.6,-0.4,-1.1,-7.1,1.7,-0.2,1.8,-17.1,15.2
O=C(Nc1ccc(Cl)cc1)Nn1cnc2ccccc2c1=O,6.2,4.9,-2.3,5.3,8.5,0.7,-3.6,4.5,-12.2,-6.5
CCOc1ccccc1OCC(=O)NCCc1ccc(S(N)(=O)=O)cc1,-5.4,-12.3,-0.9,1.2,4.5,-2.0,-3.2,0.0,-12.8,-13.7
COc1ccc(S(=O)(=O)Nc2cc(Cl)ccc2OC)cc1,68.5*,-8.4,-3.7,-1.3,-11.8,-2.5,-6.4,-0.6,58.8,44.3
Cc1c(C(=O)N2CCCC2)oc2c1-c1nn(CC(=O)NCCCN3CCCCC3)cc1CC2,2.2,-2.3,-2.0,-1.9,1.2,x,-6.4,3.2,-10.3,10.9
Cc1ccc(Cl)cc1N1C(=O)CC(C)(C)CC1=O,3.5,0.0,3.0,-1.7,-8.7,-3.4,-3.2,1.9,-13.7,-14.2
Cc1ccc(S(=O)(=O)c2nc(-c3ccc(F)cc3)oc2N2CCOCC2)cc1,-3.3,19.0,-2.2,-3.5,8.7,-6.5,-8.7,3.3,-10.4,-14.7
COc1ccc(CC(=O)NC2CC(C)(C)NC(C)(C)C2)cc1,-4.7,-3.4,-0.1,1.2,-4.8,-2.1,0.0,2.2,-13.6,-12.5
O=C(CN(C1CCCCC1)S(=O)(=O)c1ccccc1)N1CCCC1,1.0,2.2,4.5,2.8,31.4,-8.2,1.8,0.5,-29.3,-7.6
CSCCC1NC(=O)N(CC(=O)Nc2ccc(-c3ccccc3)cc2)C1=O (stereo not drawn),5.0,13.3,1.5,13.0,15.4,-1.4,9.0,3.2,-23.9,-32.7
CC(=O)c1sc(NS(=O)(=O)c2ccc(C)cc2)nc1-c1ccccc1,1.7,-0.5,-0.6,5.2,21.4,-5.4,-0.4,6.0,12.2,14.3
O=C(Nc1cccc2c1C(=O)NC2=O)c1cccnc1Cl,-5.3,0.0,0.3,0.7,x,4.0,x,-2.3,-30.5,31.1
O=C(CCc1ccccc1)Nc1ccccc1C(=O)N1CCOCC1,-4.1,-7.7,-3.0,-2.2,x,-1.8,x,-0.1,-5.0,x
CCOc1ccc(CCNC(=O)COC(=O)/C=C/c2ccc(C)o2)cc1OCC,0.0,9.3,-1.3,-1.6,5.6,-3.5,-1.3,-0.6,-9.5,22.3
O=C(N/N=C/c1c(F)c(F)c(F)c(F)c1F)c1cccc(S(=O)(=O)N2CCOCC2)c1,-0.7,-3.2,3.8,0.4,-5.3,-6.9,-3.5,-0.9,-0.2,-19.1
Cc1cc(N/N=C/c2ccccc2)nc(N2CCOCC2)n1,10.2,-0.5,2.4,-5.0,-6.9,x,9.5,5.4,-6.3,-83.3

# At a glance, part of the list above:
SMILES,IEC-6 cytotox,Platelet DG rel,HSP90 refold inh,GSK3 alpha inh,HSF1 activator,DYRK1A inh,HSF1 inhib,GSK3beta inhib,KLF5 inh,aSyn UTR inh
CC(C)(C)c1ccc(C(=O)Nc2c3c(nn2C(C)(C)C)CS(=O)(=O)C3)cc1,6.9,6.0,-4.8,0.0,-7.5,1.9,-2.5,2.8,-37.3,2.2
Cc1ccc(C(c2sc3nc(C)nn3c2O)N2CCN(C(=O)c3ccco3)CC2)cc1 (stereo not drawn),-6.6,0.3,1.8,-5.1,-1.9,x,-6.8,1.3,-4.7,-2.4

# The results go on.
SMILES,IEC-6 cytotox,Platelet DG rel,HSP90 refold inh,GSK3 alpha inh,HSF1 activator,DYRK1A inh,HSF1 inhib,GSK3beta inhib,KLF5 inh,aSyn UTR inh
CC(C)CN1CN(Cc2ccco2)CNC1=S,-1.1,0.5,0.1,-0.6,-1.2,2.1,-5.8,1.4,14.7,11.4
CC(C)CC(=O)NS(=O)(=O)c1ccc(NS(C)(=O)=O)cc1,0.1,-31.7,-6.5,-2.1,-7.6,0.0,0.5,0.0,-31.2,2.0
CCOc1ccc(-n2c(=O)cc(N3CCN(c4ccc(F)cc4)CC3)[nH]c2=O)cc1,-2.7,-7.9,0.3,-3.2,5.8,-3.3,3.1,7.0,-2.5,-12.4
CCOC(=O)c1c(-c2ccc(OC)cc2)csc1/N=C/C1=C(O)CCCC1=O,-7.4,-6.5,-0.3,x,-7.8,-1.9,3.3,0.5,14.9,x
CC(=O)Oc1ccc(C2(C)CC(C)(C)NC(=S)N2C)c(OC(C)=O)c1 (stereo not drawn),1.3,-2.3,-0.3,0.2,-44.8,2.1,-29.5,3.2,9.7,21.8
O=Cc1c(-[n+]2ccccc2)nc([O-])n1-c1ccccc1,1.8,x,2.2,-1.4,35.5,8.1,7.7,0.6,-18.1,0.8
CC(=O)N1CCc2c(sc(NC(=O)Cc3ccc(F)cc3)c2C(N)=O)C1,-2.7,9.8,-7.1,44.2,3.2,29.2,1.4,-0.2,-30.4,-22.2
CCN(CC)CCCN=C1N[C@@H](c2ccccc2)C(C(=O)OC)=C(C)N1CC,-2.2,2.6,0.4,-1.2,5.0,11.7,0.3,-5.1,2.7,24.2
O=C(CCOc1ccccc1)Nc1nnc(-c2ccc3c(c2)OCCO3)o1,-6.2,-1.9,-1.6,-1.6,15.1,0.8,-1.4,-0.3,-3.4,-4.0
O=C(O)CC12CC3CC(C1)CC(n1ncc(NCC4CCCO4)c(Cl)c1=O)(C3)C2 (stereo not drawn),4.2,-0.8,-1.3,-2.3,2.6,-3.9,-3.8,-3.2,12.2,8.2
O=C(NC1CCCCC1)N1CCN(c2ccc(Cl)cc2)CC1,2.5,2.3,5.3,6.6,-5.7,x,4.9,-4.4,-14.4,-0.2
COc1ccc(-c2nc(-c3cccc(C)c3)[nH]c(=O)c2C#N)cc1,-4.9,2.3,-2.0,5.9,12.5,0.9,-9.9,-2.6,-26.0,-1.2
CC(=O)c1c(C)[nH]c(C(=O)CSc2nnc(-c3ccccc3)n2Cc2ccc3c(c2)OCO3)c1C,1.5,-7.4,-2.9,0.2,9.9,-2.3,-1.2,-0.4,-24.6,34.4
COC(=O)c1sccc1NC(=O)CNC(=O)c1ccccc1,-4.0,19.7,-2.1,-0.7,11.5,x,4.1,0.8,-23.8,1.5
Cc1cc(C)cc(OCCNS(=O)(=O)c2cccs2)c1,6.9,-4.1,2.2,0.5,-2.2,3.0,-6.7,-3.6,-21.0,3.1
CCOc1ccc(C(=O)Nc2cccc3ncccc23)cc1Cl,2.4,4.9,12.8,-2.6,34.3,-7.0,10.0,-1.2,-22.5,10.1
C[C@@](Cc1ccc(O)c(O)c1)(NN)C(=O)O,-3.0,x,2.9,x,x,3.3,x,x,2.9,x
Cc1ccc2nc(SC(C(=O)c3ccccc3)c3ccccc3)nc(C)c2c1 (stereo not drawn),12.2,-6.6,2.8,-0.9,-3.2,9.6,2.3,1.7,16.9,31.5
c1ccc2c(c1)CCCC2NC1=NCCC1 (stereo not drawn),1.6,0.1,-3.4,-0.2,2.3,2.2,0.7,-0.3,-34.4,11.7
Oc1ccc(Br)cc1-c1cc(-c2ccc(Cl)cc2)n[nH]1,5.9,1.2,-2.9,6.3,31.6,8.3,10.7,-0.7,-18.2,51.4
Cc1ccc(OCCn2cc(C(=S)N3CCCC3)c3ccccc32)cc1C,69.6*,-10.0,1.1,0.4,1.5,-1.3,15.6,0.6,23.8,-37.6
COc1cc(OC)cc(C(=O)NCC(=O)OCC(=O)c2cc(OC)ccc2OC)c1,-5.0,-3.1,-0.8,-2.3,9.7,-4.1,2.2,0.1,-17.5,-3.1
O=C(NCCc1ccccc1)C(=O)NCCC1CCCCN1S(=O)(=O)c1ccccc1 (stereo not drawn),x,-0.5,x,-1.6,18.0,4.3,3.1,-2.4,x,5.8
Cc1cc(NC(=O)CS(=O)(=O)c2cn(Cc3ccc(F)cc3)c3ccccc23)no1,1.5,1.2,-1.0,-2.7,5.4,8.7,1.3,0.2,-9.8,-1.8
CC(=O)Oc1ccc(N2C(=O)C3C4C=CC(O4)C3C2=O)cc1 (stereo not drawn),-6.5,3.2,2.5,-0.9,-2.7,4.9,-3.3,-2.7,-39.4,13.7
COc1ccc(CCC(=O)Nc2nc(-c3ccncc3)cs2)cc1,-3.2,14.7,-3.9,2.3,9.9,x,11.5,-0.1,4.0,-10.8
Cc1ccc(NC(=O)C2CCCN(S(=O)(=O)c3c(C)noc3/C=C/N(C)C)C2)c(C)c1 (stereo not drawn),3.4,6.3,-1.4,-0.5,-16.0,0.4,-2.1,-2.5,-20.6,0.7
CN(C)C(=O)CSc1nc(SCC(=O)N(C)C)n(-c2ccccc2)n1,3.1,-5.2,-2.9,-1.8,0.0,-5.7,1.1,3.1,1.8,9.2
CC(C)(C)OC(=O)N1CCC(C(=O)N[C@@H](Cc2c[nH]c3ccccc23)C(=O)O)CC1,0.3,-6.2,3.1,-0.9,21.4,-2.2,-2.1,-0.9,-31.1,-3.3
CC(NC(=O)c1ccncc1)C(C)(C)C (stereo not drawn),-1.1,0.2,-0.7,0.2,-6.6,1.0,1.8,-0.6,-15.5,0.8
O=C(COC(=O)c1cccnc1Cl)NCC1CCCO1 (stereo not drawn),-6.5,2.0,-3.6,0.5,1.0,0.4,-5.5,0.6,-14.5,9.1
Cc1cc(C)cc(C(=O)N2CCC(C(N)=O)CC2)c1,-3.8,-2.6,1.9,-1.1,-5.9,-8.3,-4.7,1.8,-38.2,6.9
Cc1ccc(S(=O)(=O)CCC(=O)Nc2cccc([N+](=O)[O-])c2)cc1,1.3,1.3,-2.1,-1.5,1.8,4.1,-0.5,-9.4,6.0,20.9
Cc1cc(F)ccc1NC(=O)C1CCCO1 (stereo not drawn),-6.2,2.8,-1.6,-1.4,4.1,-4.4,0.8,0.2,-40.8,24.1
O=C(O)c1cccc(-c2ccc(/C=c3/sc4nc5ccccc5n4c3=O)o2)c1,-14.6,-6.5,0.4,-2.4,-15.1,19.9,-3.5,0.2,-3.8,-15.2
c1ccc(N/N=C(\Cc2nc3ccccc3[nH]2)c2ccccc2)cc1,3.8,-2.5,1.5,x,1.3,-2.5,17.6,-1.4,-44.0,-101.6
CCCCNC(=S)N1CCN(C)CC1,-0.1,1.6,1.8,-3.1,-0.6,-1.5,-1.9,-1.6,-7.7,-6.6

# This is a subset, so the mix of outcomes need not match the whole.
